NPR2 activator: GC-B (human) receptor activation | P20594 | HEK293-GC-B cells, CNP EC30, cGMP TR-FRET; 0% at EC30 CNP, 100% saturating CNP | activation, % at 10 µM | 370,000 compounds, 0.11% hits;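 active = activation at 10 µM reaching about 35% in either raw or pattern-adjusted values, limit read from the data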
PG9 binder: PG9 antibody binding by small molecule; TR-FRET gp120-PG9 antibody binding; inhibition, % at 6.7 µM; 360,000 compounds, 0.43% hits; in the data active = inhibition above about 8.5%
ASAP1 GAP inh: inhibitors of human ASAP1 ArfGAP activity; ASAP1-stimulated ARF1 GTP hydrolysis, GDP FP detection; 360,000 compounds, 0.19% hits; inhibition, % at 16.5 µM; Q9ULH1; AID 624377; in the data active = inhibition above about 25%;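 note: 0% = vehicle with enzyme and substrate and 100% = no enzyme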
HTRA1 inh: inhibitors of human serine peptidase HTRA1. 340,000 compounds, 0.5% hits. recombinant HTRA1, FP-rhodamine activity-based probe, fluorescence polarization. Q92743. inhibition, % at 5.96 µM. AID 504803; in the data active = inhibition above about 36%;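 note: 0% = enzyme with DMSO and 100% = wells lacking enzyme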
Target sequence (Q92743 whole entry, looked up): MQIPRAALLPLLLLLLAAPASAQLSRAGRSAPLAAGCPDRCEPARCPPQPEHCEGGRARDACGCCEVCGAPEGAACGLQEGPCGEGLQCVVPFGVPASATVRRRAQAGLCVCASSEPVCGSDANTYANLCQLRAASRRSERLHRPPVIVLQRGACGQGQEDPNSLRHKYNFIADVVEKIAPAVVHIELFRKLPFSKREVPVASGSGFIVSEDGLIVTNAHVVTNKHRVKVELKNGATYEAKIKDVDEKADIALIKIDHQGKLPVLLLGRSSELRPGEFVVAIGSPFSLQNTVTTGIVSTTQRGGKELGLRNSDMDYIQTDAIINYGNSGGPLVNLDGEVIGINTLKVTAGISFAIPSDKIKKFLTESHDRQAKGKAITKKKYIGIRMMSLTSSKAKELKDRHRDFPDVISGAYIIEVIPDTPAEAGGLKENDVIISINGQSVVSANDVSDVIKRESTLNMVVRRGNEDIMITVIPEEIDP
SMARCA2 act: SMARCA2 function activation, primary screen. activation, % at 9.1 µM. 370,000 compounds, 1% hits. MG213 cells, MMTV-luciferase reporter, dexamethasone, overnight. AID 652017; in the data active = activation above about 7.8%;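 note: 0% = vehicle wells and 100% = reference activator wells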
ABHD4 inh: inhibits mouse alpha/beta hydrolase domain 4. purified mABHD4, FP-Rh probe fluorescence polarization. inhibition, % at 8.92 µM. 370,000 compounds, 0.54% hits. AID 720543;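 active = inhibition exceeding the mean over every tested compound plus 3 SD, cut at about 30% in these data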;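 note: 0% = plate median of compound wells and 100% = S159A mutant with DMSO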
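Test system: mABHD4 protein; Read-out basis: % inhibition; Incubation: 45 min + 60 min at 25 °C; Repeats: single replicate; Technique: fluorescence polarization with parallel and perpendicular emission, 525/598 nm; Compound: 8.92 µM, single dose; Benchmarks: full inhibition S159A mutant plus DMSO, zero as sample-well median.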
ARFGAP1 inh: inhibits rat ARF GTPase activating protein 1; Q62848; Arfgap1-stimulated ARF1 GTP hydrolysis, GDP FP detection; inhibition, % at 16.5 µM; 360,000 compounds, 0.26% hits; AID 651572;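 active = inhibition above a per-plate limit, mean inhibition of low control wells plus 3 SD, cut at about 25% in these data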;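 note: 0% = DMSO wells with enzyme and 100% = wells lacking Arfgap1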
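Material – truncated rat Arfgap1 GAP domain · Buffer or medium – HEPES-based buffer, pH 7.5 · Reagent – human ARF1(Δ1-17)-GTP substrate · Dosing – 16.5 µM single point, 1.26% DMSO · Schedule – GTP hydrolysis reaction 2 h at 25 °C · Technique – GDP detection by fluorescence polarization · Benchmarks – No-Arfgap1 wells (100%) versus DMSO full-reaction wells (0%) · Repeats – single replicate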
rCAG RNA binder: binds r(CAG) RNA repeats; r(CAG) RNA repeat, TO-PRO-1 dye displacement fluorescence; inhibition, % at 3 µM; 370,000 compounds, 1.3% hits; AID 651821;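 active = inhibition above the plate cutoff, the mean of all test compounds on that plate plus 3 SD, cut at about 35% in these data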;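 note: 0% = DMSO alone and 100% = 100 µM mitoxantrone as full dye displacement; higher means more dye released from RNA so lower well fluorescence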
NR1D1 modulator: modulates human Rev-erb alpha binding to DNA; 370,000 compounds, 0.79% hits; P20393; Rev-erbα–FITC-DNA binding, fluorescence polarization, 90 min; activity, % at 10 µM;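 active = activity above about 14%, limit read from the data; passing the limit was not always enough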;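 note: 0% = DMSO wells with 35 nM protein and 100% = DMSO wells with 750 nM protein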
Target sequence (P20393 whole entry, looked up): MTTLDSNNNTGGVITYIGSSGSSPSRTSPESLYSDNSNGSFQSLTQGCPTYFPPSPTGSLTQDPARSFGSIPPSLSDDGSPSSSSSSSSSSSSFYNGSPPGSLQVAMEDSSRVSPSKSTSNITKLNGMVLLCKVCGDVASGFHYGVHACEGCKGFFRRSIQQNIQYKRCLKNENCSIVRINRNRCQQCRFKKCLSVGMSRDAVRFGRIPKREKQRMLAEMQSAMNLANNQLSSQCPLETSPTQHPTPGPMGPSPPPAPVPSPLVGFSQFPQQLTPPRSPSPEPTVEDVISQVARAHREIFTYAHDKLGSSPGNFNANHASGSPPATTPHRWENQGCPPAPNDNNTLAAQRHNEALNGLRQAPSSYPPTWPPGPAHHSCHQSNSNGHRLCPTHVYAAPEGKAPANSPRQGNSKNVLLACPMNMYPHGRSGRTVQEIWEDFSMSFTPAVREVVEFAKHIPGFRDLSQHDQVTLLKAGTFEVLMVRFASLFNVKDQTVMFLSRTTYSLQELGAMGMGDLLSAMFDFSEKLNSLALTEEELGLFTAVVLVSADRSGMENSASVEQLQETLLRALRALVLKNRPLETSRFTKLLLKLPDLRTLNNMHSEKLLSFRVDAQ
GC-A act: GC-A (human) enzyme activation; HEK293 GC-A cells, cGMP TR-FRET, EC30 ANP; 0% at EC30 ANP, 100% saturating ANP; P16066; activation, % at 10 µM; AID 1671463; 370,000 compounds, 0.14% hits; in the data active = activation above about 40%
* = called active by the depositor; . = not tested or not shown. Compounds were not picked by outcome. Share with any hit: about 4.4%.

SMILES	NPR2 activator	PG9 binder	ASAP1 GAP inh	HTRA1 inh	SMARCA2 act	ABHD4 inh	ARFGAP1 inh	rCAG RNA binder	NR1D1 modulator	GC-A act
COc1ccc(-c2nn(-c3ccccc3)cc2C(=O)NC(=S)Nc2cc(Cl)ccc2Cl)cc1	-1	-3.0	-6	0	3	-6	9	2	0	1
Cc1ccc(Cl)cc1N1CCN(C(=O)c2noc(C)c2[N+](=O)[O-])CC1	-8	-0.4	3	-3	-2	5	4	-3	1	-5
COc1ccc(-c2c(-c3ccsc3)oc(=O)c3cc(OC)c(OC)cc23)cc1	-11	-0.1	0	-7	0	0	11	-1	4	-13
COC(=O)C(CC(C)C)NC(=O)c1ccc([N+](=O)[O-])c(C)c1 (configuration not stated)	4	0.4	5	-1	0	-4	-1	-1	0	-1
COC(=O)c1ccc(/C=N/N2CCN(Cc3ccccc3Cl)CC2)cc1	-3	1.1	11	-5	1	3	12	-3	-5	5
Cc1cccc(OCC(=O)Nc2ccncc2)c1	0	-0.1	11	9	-3	1	1	0	-9	-1
O=C(c1cc(-c2ccccc2)on1)N(Cc1cccnc1)C(c1ccccn1)c1nc2ccccc2[nH]1 (configuration not stated)	-5	1.3	2	.	4	3	-11	11	4	-1
C/C(=N\NC(=O)c1ccc(CSc2nncn2C)cc1)c1ccc2ccccc2c1	-9	0.2	-5	-5	2	3	-1	-3	-4	-1
Cc1nc(Nc2c(Cl)cccc2Cl)sc1C(=O)Nc1ccccc1	4	-3.2	-2	-25	-1	-9	7	2	2	-1
CCSc1nc2cc(OC)c(OC)cc2c(=O)n1CCc1ccccc1	-1	-2.9	-1	4	0	1	-13	3	4	-3

Brought forward from above: 2 entries, then new ones.
SMILES	NPR2 activator	PG9 binder	ASAP1 GAP inh	HTRA1 inh	SMARCA2 act	ABHD4 inh	ARFGAP1 inh	rCAG RNA binder	NR1D1 modulator	GC-A act
Cc1nc(Nc2c(Cl)cccc2Cl)sc1C(=O)Nc1ccccc1	4	-3.2	-2	-25	-1	-9	7	2	2	-1
CCSc1nc2cc(OC)c(OC)cc2c(=O)n1CCc1ccccc1	-1	-2.9	-1	4	0	1	-13	3	4	-3
CCOC(=O)C1CCN(C(=O)COC(=O)/C=C/c2cccc(OC)c2OC)CC1	0	2.2	-9	4	-2	0	-12	0	-2	1
O=S1(=O)CCN2C=C(Br)C=C(Br)C2=N1	4	-0.8	0	5	-2	0	-3	-3	-2	4
CCCCCn1c(CN2CCN(c3cccc(Cl)c3)CC2)nc2c1c(=O)[nH]c(=O)n2C	-13	1.2	0	-22	-2	4	-7	0	-4	-24
CCOc1ccc(S(=O)(=O)NCCC(=O)N2CCN(c3ccccc3O)CC2)cc1	1	-0.2	-4	5	-2	5	-2	-1	-2	1
O=C(Nc1ccc(CN2CCOCC2)cc1)c1ccc(F)cc1	0	-2.9	1	-1	3	-4	3	-1	-3	0
CSCCC(NS(=O)(=O)c1ccc2c(c1)OCCO2)C(=O)N(C)Cc1ccccc1F (configuration not stated)	-2	-0.5	8	-6	-3	-3	14	-2	-1	-1
CCOC(=O)Nc1ccc(NC(=O)c2ccccc2F)cc1	-9	-4.5	-11	4	9.0*	3	4	-7	1	4
O=C1CC(C(=O)Nc2ccc(Cl)c(Cl)c2)S/C(=N\N=C\c2ccco2)N1 (configuration not stated)	-14	-4.6	11	2	4	1	1	13	2	-6
COc1ccc(-n2c(SCC(=O)Nc3cc(C(=O)O)ccc3C)nc3ccccc3c2=O)cc1Cl	4	0.5	-11	-3	0	-13	-1	32	-1	0
CC(C)C(NC(=O)CN(c1ccc2c(c1)OCCO2)S(=O)(=O)c1ccccc1)C(C)C	0	-1.1	-5	4	-2	2	-1	-12	1	-2
O=C(CCc1nc2ccccc2s1)OCC(=O)c1ccccc1	-1	-1.0	4	-12	4	-2	2	0	-2	3
CCOC(=O)c1c(C)[nH]c(C(=O)CC(=O)OC)c1C	-4	-1.3	1	1	1	0	-11	-2	0	2
Cn1cc(Cl)c(C(=O)Nc2nccs2)n1	-1	-0.3	0	4	1	3	1	-3	1	-3
CC(C)c1ccc([C@@H]2O[C@H](CCc3ccccc3)Cc3[nH][nH]c(=O)c32)cc1	0	1.4	28*	.	6	3	9	18	8	1
COc1cc(CCC(=O)Nc2sccc2C#N)cc(OC)c1OC	2	-1.1	-9	-2	-1	9	1	-2	-1	0
CS(=O)(=O)c1ccc2nc(NC(=O)CN3C(=O)C4CC=CCC4C3=O)sc2c1 (configuration not stated)	2	-2.6	8	2	4	2	14	5	2	-2
COCCNC(=O)c1cc(-c2ccc3c(c2)OCO3)on1	0	-2.7	1	6	-1	7	0	2	-5	6
CC1(C)Cc2c(sc3nnn(Cc4ccccc4)c(=O)c23)CO1	5	-0.8	-4	-7	0	-2	-3	0	5	6
CSc1ccccc1NC(=O)CN(C)C(=O)c1ccc(NC(=O)c2cccs2)cc1	-1	-0.5	1	-10	-2	-7	6	3	2	-2
CC(=O)c1ccc(NC(=O)c2ccc(CSc3ccccc3)o2)cc1	-4	-2.4	-6	-39	0	-18	5	-1	0	0
C/C(Sc1nnc(Cc2ccccc2)o1)=C(\O)c1ccccc1	2	0.4	13	6	0	-3	-1	0	-6	2
COc1ccc(Cn2cc(Cn3c4ccccc4c(=O)n3C(C)C)nn2)cc1	0	-0.9	0	.	-5	-4	5	-1	-5	-3
Cc1cc(C(C)(C)C)cc(C)c1COC(=O)c1cccnc1	-1	-1.1	-6	-7	-3	3	-9	-5	3	-3
COc1ccc2c(CCNC(=O)/C=C/c3ccc(OC)c(OC)c3)c[nH]c2c1	-3	-1.2	18	-6	-4	7	15	7	5	-2
Cc1cc(N2CCN(c3ccccc3)CC2)n2cc(-c3ccccc3)nc2n1	-10	-2.7	-6	-14	6	-13	-1	-3	6	-4
O=C(Cc1ccc(-c2ccccc2)cc1)Nc1ccccn1	6	1.7	0	-30	9.9*	0	2	8	6	6
Cn1c(=O)c([N+](=O)[O-])c(-n2cnc3ccccc32)c2ccccc21	0	-0.7	1	.	2	0	5	1	-5	-2
CCCCCCNC(=O)C1CSCCS(=O)(=O)N1Cc1ccc(C)cc1 (configuration not stated)	0	.	.	.	1	-6	.	-1	2	-4
Brc1cccc(/C=N/Nc2nn[nH]n2)c1	2	-0.5	6	-1	-1	1	-5	0	-3	3
C(=N\n1cnnc1)/C1CCCCC1	7	-0.3	8	-4	1	2	-18	1	-3	2
Cn1cc(S(=O)(=O)N2CCN(Cc3ccccc3)CC2)c(=O)n(C)c1=O	-3	0.1	9	-2	-1	2	-8	2	1	3
CCOc1ccc(Nc2nc(N3CCOCC3)nc(N3CCOCC3)n2)cc1	2	1.1	2	-8	0	-5	-6	-7	4	7
CCOC(=O)c1sc(NC(=O)CNCc2cccnc2)c(C(=O)OCC)c1C	6	0.2	37*	-4	0	2	12	0	0	6
CN(C)c1ccc(C(=O)NCC2CCCO2)cc1 (configuration not stated)	-2	-0.3	-18	3	8	0	0	-1	-5	-2
CCC(C)(C)n1nnnc1C(c1cc2cccc(C)c2[nH]c1=O)N1CCN(C(=O)c2ccco2)CC1 (configuration not stated)	-2	-2.0	15	4	-2	9	10	12	-1	2
COc1ccc(CCNC(=O)Cc2ccc(OCc3ccccc3)c(OC)c2[N+](=O)[O-])cc1OCc1ccccc1	4	-1.4	-5	-11	-1	3	3	1	-4	1
C=CCNC(=O)CN1C2CCCC1CC(NC(=O)c1ccccc1C)C2 (configuration not stated)	0	0.3	-18	2	1	-4	-4	-5	-7	-2
CN(CC(=O)Nc1ccccc1C(F)(F)F)C(=O)COc1cccnc1[N+](=O)[O-]	1	0.0	-3	10	2	1	-4	-2	-3	-2
Nc1ncnc2c1ncn2[C@@H]1O[C@H](CNS(=O)(=O)c2ccc(-c3ccno3)s2)[C@@H](O)[C@H]1O	2	-0.8	-1	1	-1	-3	15	6	7	-4
COC(=O)CCN1CCN(S(=O)(=O)c2cccc(Br)c2)CC1	2	-0.3	-7	2	-2	-1	11	-4	0	0
N#Cc1c(NC(=O)CN2C(=O)c3ccccc3C2=O)oc(-c2ccccc2)c1-c1ccccc1	-2	-1.8	-2	-23	5	6	7	4	1	-6
CCOc1cc(/C=N\Nc2nc(-c3ccc(C)cc3)c(NC(C)=O)s2)ccc1O	1	-1.4	8	10	5	2	12	12	-4	1
CCNC(=S)N1CCNC(=O)C1CC(=O)OC (configuration not stated)	5	-1.7	-6	6	-2	0	0	4	2	0
O=C(CC1C(=O)N(c2ccccc2)C(=O)N1C1CCCCC1)Nc1ccccc1 (configuration not stated)	-2	0.0	-8	-5	-1	2	-20	1	3	-2
Cc1ccc(N(CCC#N)C(=O)COC(=O)C2=COCCO2)cc1	4	1.3	-2	2	-2	6	12	-4	-5	2
O=C(NCc1ccc(F)cc1)C(c1ccccc1)N(CC1CCCO1)C(=O)Cn1nnc2ccccc21 (configuration not stated)	-5	-1.8	-12	5	-2	-7	6	-7	-7	-6
CC(=O)Nc1nc(-c2ccccc2)cc(-c2ccco2)c1C#N	-1	5.4	-4	-3	-1	2	-2	10	-2	-1
Cc1noc(C)c1C(=O)OCC(=O)NC(=O)c1ccc(C(C)(C)C)cc1	1	-0.1	-9	0	5	0	-13	0	5	1
CSc1ccccc1OCc1cc(C(=O)NCCc2nc(C)cc(C)n2)no1	0	0.8	-19	-5	3	-7	0	3	-1	10
O=C1CCC(C(=O)N2CCSCC2)CN1Cc1cccc(C(F)(F)F)c1 (configuration not stated)	0	-0.4	1	-3	1	-4	4	-10	-1	0

Next section
SMILES	NPR2 activator	PG9 binder	ASAP1 GAP inh	HTRA1 inh	SMARCA2 act	ABHD4 inh	ARFGAP1 inh	rCAG RNA binder	NR1D1 modulator	GC-A act
O=C(COc1coc(CN2CCN(c3ccc(F)cc3)CC2)cc1=O)NC1CCCCC1	7	-0.3	-5	-4	-2	2	13	-5	4	1
O=c1c2ccccc2nc(/C=C/c2ccc(O)cc2)n1CCc1ccccc1	-5	-1.7	6	-40	-2	-6	7	7	2	-6
CCOC(=O)C1(Cc2cccc(OC)c2)CCN(Cc2ccon2)CC1	-2	2.0	1	7	-4	3	7	-1	-5	-2
CC(C)Cn1c(-c2ccc(F)cc2)n[nH]c1=S	-10	1.8	2	-5	-4	-12	-15	2	-5	-1
Cc1cccc2cc(CN(CCCN3CCOCC3)Cc3nnnn3C(C)(C)C)c(=O)[nH]c12	-7	-1.8	0	0	1	4	-9	-8	2	-3
CC(=O)/C=C/c1ccc(C)o1	6	-1.0	-12	6	1	6	11	2	-7	0
COC(=O)CN1C(=O)C(O)(CC(=O)c2ccc(C)cc2)c2ccccc21 (configuration not stated)	0	0.2	14	2	2	1	-2	0	-5	1

An excerpt from above in order of the NR1D1 modulator value, ascending:
molecule	NPR2 activator	PG9 binder	ASAP1 GAP inh	HTRA1 inh	SMARCA2 act	ABHD4 inh	ARFGAP1 inh	NR1D1 modulator	GC-A act
Cc1ccc(N(CCC#N)C(=O)COC(=O)C2=COCCO2)cc1	4	1.3	-2	2	-2	6	12	-5	2
Cc1cc(N2CCN(c3ccccc3)CC2)n2cc(-c3ccccc3)nc2n1	-10	-2.7	-6	-14	6	-13	-1	6	-4
Nc1ncnc2c1ncn2[C@@H]1O[C@H](CNS(=O)(=O)c2ccc(-c3ccno3)s2)[C@@H](O)[C@H]1O	2	-0.8	-1	1	-1	-3	15	7	-4

Source: PubChem BioAssay
